GALK inhibitor = blocks human galactokinase activity. Purified GALK, Kinase-Glo residual ATP luminescence. Potency, µM (doses to about 57.5 µM), without a hit: top-dose activity change, negative = inhibition, hits mostly inhibitors. 270,000 compounds, 0.007% hits. AID 1868; note: potency is the fitted concentration of half-maximal effect
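Galactose (100 uM) and ATP (35 uM) were turned over by 5 nM GALK for 1 h at RT. Kinase-Glo Plus then converted the remaining ATP into a luminescent signal.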
PKM2 activator = increases activity of human pyruvate kinase M2; purified PKM2, Kinase-Glo ATP luminescence, activation; response scale: 0% is enzyme alone, no compound; Potency, µM (top dose mostly 57.5 µM), for the others: at the top dose activation, usual class: activators; 260,000 compounds, 0.34% hits; AID 1631; note: potency is the fitted concentration of half-maximal effect; nearly all actives have a fitted effect of over 55% in size
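Purified hPK-M2 (>95% pure) converted ADP (0.1 mM final) to ATP with 0.5 mM PEP in 50 mM imidazole pH7.2, KCl, MgCl2, Tween 20, BSA; 1 h at room temperature. ATP detected by Kinase-Glo luminescence.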
Eya2 inh = Eya2 (human) phosphatase inhibition. O00167. recombinant Eya2, OMFP fluorescence dephosphorylation (OMFP is methylfluorescein phosphate). Potency, µM (series often up to 76.9 µM), for inactives: at the highest dose activity, negative = inhibition, actives largely listed as inhibitors. 330,000 compounds, 0.006% hits; note: potency is the fitted concentration of half-maximal effect
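Eya2 (0.2 uM) preincubated 10 min at ambient with compound, then OMFP substrate added at 50 uM; 10 min reaction in 50 mM HEPES pH 7.5, 50 mM NaCl, 5 uM MgCl2, 0.05% BSA, 1 mM DTT. Fluorescence read at Ex 485/Em 525 nm.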
KCNH2 3.1 block = inhibitors of human KCNH2 3.1 potassium channel isoform; activity change, % (tested at about 1.8 µM); U2OS KCNH2 3.1, thallium flux FluxOr; stronger effect = lower value; 340,000 compounds, 0.95% hits;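 active = maximum activity change below -70%; inconclusive = maximum activity change from -70% to -50%; inactive = maximum activity change above -50%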;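 note: thallium influx rate constant from kinetic fluorescence after stimulation buffer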
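Thallium flux read-out: FluxOr dye with Red40 quencher in HBSS/HEPES, 45 min at RT. Rate constants from kinetic reads were normalized to positive and negative DMSO controls. Cells: U2OS virally expressing the 3.1 isoform.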
Chronic BCR inh = blocks chronic active B-cell receptor signaling; ABC-DLBCL IkBa-CBG/CBR reporter, luminescence ratio, 4 h; Potency, µM (titrated, usually from 46.1 µM), without a hit: top-dose ratio change, negative = lower green/red ratio, usual class: inhibitors; 340,000 compounds, 0.05% hits; active = well fitted inhibition curve with a large enough effect in the signal ratio, with a control signal flat, not every such curve was filed as active; inconclusive = small, poorly fitted or top-dose-only effect, or effect the other way, or a change in a side signal; the % refers to the signal ratio;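 note: potency is the fitted concentration of half-maximal effect; plate controls were basal doxycycline-induced cells for no effect and cells given 10 µM MG132 for full effect; MG132 reads +100%, hits lower the ratio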
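TMD8 ABC-DLBCL cells carrying doxycycline-inducible green luciferase fused to IkappaBalpha plus unfused red luciferase were exposed to compounds (up to 46 uM) for 4 hrs at 37C. Activity came from the overlap-corrected green/red luminescence ratio.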
Giardia kill = kills Giardia lamblia; Giardia lamblia trophozoite viability; 340,000 compounds, 0.15% hits; activity change, % at 7.66 µM, hits read low; AID 540267; in the data active = activity change below about -80%; inconclusive = between about -30% and that limit;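 note: parasites exposed to compound for two days anaerobically before the ATP read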
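Viability, read as ATP luminescence: trophozoites at 100 cells/well, compound added, 48 hrs anaerobic at 37 deg C, then 15-30 min room-temperature development before reading.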
FBPA coupling cs = inhibits coupling enzyme system, counter-screen for aldolase hits; coupling enzyme system counterscreen, AmpLite Red fluorescence; activity change, negative = inhibition, % at 58.2 µM, hits read low; 290,000 compounds, 0.67% hits; in the data active = activity change below about -30%
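Final compound at 57.5 uM, incubated 10 min at RT with coupling enzyme reagent (glyceraldehyde-3-phosphate), then 20 min with substrate and AmpLite Red detection. Fluorescence read at 525/598 nm; tests interference with the coupling assay, not aldolase inhibition.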
uPA surface inh = inhibitors of cell surface uPA generation; cell surface uPA generation assay, qHTS; 330,000 compounds, 0.31% hits; Potency, µM (titrated, usually from 38.3 µM), without a hit: top-dose activity change, negative = inhibition, hits mostly inhibitors; active = well fitted inhibition curve with a large enough effect; inconclusive = small, poorly fitted or top-dose-only effect; inactive = no such curve, though single readings can be large or run the other way; tested in mouse RAW 264.7 cells; note: potency is the fitted concentration of half-maximal effect; nearly all actives have a fitted effect of over 55% in size
B2AR arrestin = recruits beta-arrestin to the human beta2-adrenergic receptor. P07550. beta-arrestin recruitment to beta2AR, cell-based reporter. Potency, µM (titrated, usually from 46.1 µM), for the others: at the highest dose activation, actives largely listed as activators. 330,000 compounds, 0.02% hits. AID 492947;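 note: potency is the fitted concentration of half-maximal effect; 0% = DMSO controls and full agonism = EC100 isoproterenol or metaproterenol; nearly all actives have a fitted effect of over 65% in size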
Target sequence (P07550 whole entry, looked up): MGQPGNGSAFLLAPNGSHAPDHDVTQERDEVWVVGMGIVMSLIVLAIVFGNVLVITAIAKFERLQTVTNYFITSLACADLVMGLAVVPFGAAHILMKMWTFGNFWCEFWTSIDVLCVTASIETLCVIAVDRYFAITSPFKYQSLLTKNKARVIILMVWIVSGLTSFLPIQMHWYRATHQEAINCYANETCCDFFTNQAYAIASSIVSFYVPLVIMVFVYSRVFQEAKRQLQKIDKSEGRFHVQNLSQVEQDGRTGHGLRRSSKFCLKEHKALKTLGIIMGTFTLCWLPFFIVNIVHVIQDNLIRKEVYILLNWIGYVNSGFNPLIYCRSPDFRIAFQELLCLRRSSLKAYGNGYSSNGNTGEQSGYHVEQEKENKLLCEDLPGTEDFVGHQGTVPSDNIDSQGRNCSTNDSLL
KCNH2 WT inh = blocks the wildtype human KCNH2 potassium channel; Q12809; U2OS, BacMam KCNH2, thallium flux FluxOr; stronger effect = lower value; activity change, % at 1.84 µM; 340,000 compounds, 0.37% hits;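 active = maximum activity change below -70%; inconclusive = maximum activity change between -70% and -50%; inactive = maximum activity change above -50%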
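U2OS cells transduced with wild-type KCNH2 virus are loaded with FluxOr dye for 45 min, and thallium flux is measured in kinetic reads before and after stimulation buffer. Rate constants are normalized to DMSO controls.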
USP2a block = blocks human ubiquitin-specific protease USP2a | O75604 | USP2 core, Ub-CHOP2 coupled fluorogenic reporter, 485/531 | Potency, µM (top dose mostly 38.3 µM), without a hit: at the top dose activity change, negative = inhibition, usual class: inhibitors | 330,000 compounds, 0.01% hits | AID 463254;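 note: potency is the fitted concentration of half-maximal effect; plate controls were DMSO wells for no effect and full inhibition by NEM control for full effect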
Target sequence (O75604 whole entry, looked up): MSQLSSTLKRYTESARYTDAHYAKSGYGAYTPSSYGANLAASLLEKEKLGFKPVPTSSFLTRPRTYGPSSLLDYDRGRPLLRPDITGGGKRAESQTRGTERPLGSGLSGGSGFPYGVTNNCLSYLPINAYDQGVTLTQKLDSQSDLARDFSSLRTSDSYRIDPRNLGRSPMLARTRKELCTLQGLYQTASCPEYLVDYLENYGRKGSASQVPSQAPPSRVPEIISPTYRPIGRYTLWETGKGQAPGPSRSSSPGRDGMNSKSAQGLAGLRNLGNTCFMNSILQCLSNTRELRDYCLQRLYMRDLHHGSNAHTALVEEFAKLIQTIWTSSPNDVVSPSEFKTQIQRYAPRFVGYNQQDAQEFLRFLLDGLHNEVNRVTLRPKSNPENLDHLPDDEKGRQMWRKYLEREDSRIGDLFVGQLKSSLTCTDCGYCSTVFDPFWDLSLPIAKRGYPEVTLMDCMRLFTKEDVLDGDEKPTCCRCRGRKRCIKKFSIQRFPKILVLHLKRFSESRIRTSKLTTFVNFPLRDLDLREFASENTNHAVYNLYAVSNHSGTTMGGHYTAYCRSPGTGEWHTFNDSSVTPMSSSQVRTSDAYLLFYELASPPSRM
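Cell-free coupled assay: 10nM USP2 core preincubated 30min RT with compound in Tris-HCl pH 8.0/CaCl2/CHAPS buffer, then 25nM Ub-CHOP2 and 25nM reporter substrate; fluorescence (Ex 485/Em 531) read after 60min RT, normalized to NEM inhibition, concentration-response curves fitted.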
* marks the source's active call; other numbers are inactive results; ? = inconclusive; . = not tested or not shown; [ ] = dose if it differs, or a comment. Unless noted, calls come from the whole dose curve; as a rule, active = well fitted curve in the direction sought with a large enough effect; inconclusive = small, poorly fitted or top-dose-only effect, or another doubt; inactive = no such curve, though single readings can be large; an effect the other way counts as inactive or inconclusive. Unless noted, % is set by controls: 0 for no effect and ±100 for the full control effect. Outcome played no part in choosing rows; 2.4% or so of the library scored in one or more.

cpd	Structure	GALK inhibitor	PKM2 activator	Eya2 inh	KCNH2 3.1 block	Chronic BCR inh	Giardia kill
1	COc1ccccc1-c1coc2c(CN3C(C)CCCC3C)c(O)ccc2c1=O (configuration not stated)	3%	0%	8%	21	-1%	28
2	COc1ccccc1C(=O)N(Cc1sccc1C)C1CCS(=O)(=O)C1 (configuration not stated)	-2%	-6%	-11%	-6	0%	13
3	NC(=O)c1ccsc1NC(=O)COC(=O)COc1ccc(C=O)cc1	.	.	26%	24	5%	4
4	COC(=O)/C=C1/S/C(=N/NC(=O)c2ccc(Cl)cc2Cl)NC1=O	.	1%	-4%	11	0%	-2
5	Cc1nc2cc(Nc3ccncc3)ccc2s1	3%	11%	8%	12	1%	-13
6	O=C(CCN1C(=O)c2cccc3cccc(c23)C1=O)NC1CCS(=O)(=O)C1 (configuration not stated)	3%	-3%	1%	-2	-4%	-3
7	COc1ccc(Cl)cc1NC(=O)CSc1nnc(C2CC2)n1N	.	.	20%	1	?	0
8	O=C(COC(=O)C12CC3CC(CC(O)(C3)C1)C2)NCCc1ccc(Cl)cc1	-1%	-3%	3%	9	0%	12

cpd	FBPA coupling cs	uPA surface inh	B2AR arrestin	KCNH2 WT inh	USP2a block
1	-2	-8%	0.1%	2	2%
2	-2	-15%	0.4%	-6	-7%
3	.	12%	0.0%	-6	1%
4	2	1%	-0.6%	-3	1%
5	2	2%	0.5%	0	3%
6	1	2%	-0.6%	-15	1%
7	.	8%	0.6%	2	0%
8	2	-1%	-0.3%	-22	0%

Other structures
cpd	Structure	GALK inhibitor	PKM2 activator	Eya2 inh	KCNH2 3.1 block	Chronic BCR inh	Giardia kill
9	O=C(CN1CCN(c2cccc(Cl)c2)CC1)c1ccc(O)cc1O	5%	2%[0.46 µM]	7%	-11	6%	17
10	O=C1CSCC(=O)N1Cc1ccc(Cl)c(Cl)c1	-2%	.	-10%	-6	?	0
11	CCOC(=O)c1nc(C)n(-c2cc(OC)c(Cl)cc2Cl)n1	0%	6%	-1%	17	-2%	8
12	COc1ccc(-c2csc3nc(-c4ccccc4F)oc(=O)c23)cc1OC	-5%	0%	?	15	-18%	4
13	Cc1oc2cc3oc(=O)c(CC(=O)N[C@H](C(=O)N[C@@H](C(=O)O)c4ccccc4)C(C)C)c(C)c3cc2c1C	.	2%	-9%	-4	19%	-6
14	Nc1cc(C(=O)OCC(=O)N2CCOCC2)ccc1Cl	1%	-4%	-12%	-5	?	24
15	CCOC(=O)CSCC(=O)Nc1c(C(=O)C2CC2)oc2ccccc12	1%	-11%	-1%	-1	22%	3
16	CCOC(=O)c1c(C)[nH]c(C(=O)OCC(=O)Nc2cc(C)ccc2OC)c1C	-3%	-1%	-9%	-11	2%	2

cpd	FBPA coupling cs	uPA surface inh	B2AR arrestin	KCNH2 WT inh	USP2a block
9	2	-17%	-0.1%	21	1%
10	0	6%	0.4%	9	0%
11	3	2%	-0.1%	-7	1%
12	-1	?	-0.2%	21	-2%
13	4	-4%	0.0%	2	0%
14	1	1%	0.1%	5	1%
15	5	3%	-0.1%	-2	0%
16	-4	8%	-0.1%	-11	0%

Some of the entries so far, with two lines to a compound:
Order of results: GALK inhibitor, PKM2 activator, Eya2 inh, KCNH2 3.1 block, Chronic BCR inh, Giardia kill, FBPA coupling cs, uPA surface inh, B2AR arrestin, KCNH2 WT inh, USP2a block
[9] O=C(CN1CCN(c2cccc(Cl)c2)CC1)c1ccc(O)cc1O
    5%, 2%[0.46 µM], 7%, -11, 6%, 17, 2, -17%, -0.1%, 21, 1%
[10] O=C1CSCC(=O)N1Cc1ccc(Cl)c(Cl)c1
    -2%, ., -10%, -6, ?, 0, 0, 6%, 0.4%, 9, 0%

Remaining list, next part
cpd	Structure	GALK inhibitor	PKM2 activator	Eya2 inh	KCNH2 3.1 block	Chronic BCR inh	Giardia kill
17	Cc1nc(NCc2ccco2)[nH]c(=O)c1CCC(C)C	-4%	1%	-7%	?	29%	-13
18	C/C(=N\NC(=O)c1nnn(-c2nonc2N)c1CN(C)C)c1ccco1	2%	.	-20%	-27	-1%	10
19	CN(CC(=O)N1CCN(c2ncccn2)CC1)S(=O)(=O)c1ccc(Cl)cc1	0%	-12%	-16%	0	?	-11
20	CS(=O)(=O)c1ccccc1C(=O)Nc1cccc2ncccc12	-1%	-4%	6%	2	1%	11
21	Cc1cc(C)c(NC(=S)N2CCN(c3ccc([N+](=O)[O-])cn3)CC2)cc1C	0%	.	-5%	-6	0%	-18
22	C#CCOCCOCCOCCNc1nc(N2CCN(C(=O)[C@H](CCC(=O)O)n3cc(C(N)Cc4ccc(O)cc4)nn3)CC2)nc(N2CCN(C(=O)[C@H](CCC(=O)O)n3cc(C(N)[C@H](C)CC)nn3)CC2)n1 (some centres not stated)	2%	0%	-7%	.	-1%	13
23	CC1(C)CC(N2CCCC2)=CC(=[N+]2CCCCC2)C1	5%	-4%	-9%	27	-2%	-18
24	Cn1cnnc1SCC(=O)N1N=C(c2ccc(Cl)cc2)CC1c1ccco1 (configuration not stated)	0%	9%	9%	-14	-1%	-1

cpd	FBPA coupling cs	uPA surface inh	B2AR arrestin	KCNH2 WT inh	USP2a block
17	2	-4%	-0.4%	3	1%
18	-2	4%	0.0%	4	3%
19	0	-1%	-0.1%	6	-1%
20	4	-1%	-0.2%	0	3%
21	1	-6%	-0.6%	-11	-1%
22	7	17%	-0.3%	.	3%
23	0	?	-0.1%	-1	-2%
24	1	-15%	-0.4%	-13	2%

Part of the list above with just GALK inhibitor and USP2a block.
item | structure | GALK inhibitor | USP2a block
23 | CC1(C)CC(N2CCCC2)=CC(=[N+]2CCCCC2)C1 | 5% | -2%
24 | Cn1cnnc1SCC(=O)N1N=C(c2ccc(Cl)cc2)CC1c1ccco1 (configuration not stated) | 0% | 2%

(continued)
cpd	Structure	GALK inhibitor	PKM2 activator	Eya2 inh	KCNH2 3.1 block	Chronic BCR inh	Giardia kill
25	S=C(NCc1cccs1)Nc1cccc2ccccc12	4%	-9%	7%	-6	2%	9
26	Cc1ccc(N(C(=O)Cn2nnc(-c3ccccc3F)n2)C(C(=O)NC2CCCC2)c2ccncc2)cc1 (configuration not stated)	6%	.	-13%	5	-2%	-16
27	Cc1c(C(=O)NCCSc2ccc(Cl)cc2)cccc1[N+](=O)[O-]	-1%	2%	-1%	-14	1%	-14
28	O=C(O)Cn1cc(C(=S)N2CCOCC2)c2ccccc21	-3%	-4%	5%	-6	?	11
29	CCCCNC(=O)c1cn(C)c2ccc(S(=O)(=O)N3CC(C)CC(C)C3)cc2c1=O (configuration not stated)	-8%	.	12%	2	-2%	-10
30	CCCn1c(=O)[nH]c(=O)c2c1nc(-c1cc([N+](=O)[O-])ccc1Cl)n2CCOC	8%	.	10%	-2	?	11
31	CCOc1ccccc1NS(=O)(=O)c1ccc(Br)s1	3%	-2%	.	-5	.	0
32	O=C(OCC(=O)N1CCN(C(=O)c2ccco2)CC1)c1cccc(S(=O)(=O)N2CCc3ccccc32)c1	-1%	5%	17%	4	2%	-7

cpd	FBPA coupling cs	uPA surface inh	B2AR arrestin	KCNH2 WT inh	USP2a block
25	-3	-4%	0.1%	-1	-1%
26	4	0%	0.0%	2	-8%
27	0	-2%	-0.1%	2	-2%
28	8	.	0.0%	1	-1%
29	2	3%	0.1%	8	1%
30	1	-24%	-0.8%	8	0%
31	-15	2%	.	-14	.
32	-2	-3%	0.2%	4	-2%

(continued)
cpd	Structure	GALK inhibitor	PKM2 activator	Eya2 inh	KCNH2 3.1 block	Chronic BCR inh	Giardia kill
33	Cc1ccc(C2=NOC3(CC(=O)N(c4ccccc4)C3=O)C2)cc1 (configuration not stated)	-4%	-3%	?	6	5%	30[activator]
34	O=C(COC(=O)CN1C(=O)C(=O)c2ccccc21)OCN1C(=O)c2ccccc2C1=O	2%	0%	7%	-16	?	-10
35	O=C(NC1CCCCC1)c1ccc(-n2cnnn2)cc1	-3%	1%	0%	-2	?	54[activator]
36	Cc1ccc(OCCN2CCN(c3ncnc4sc(C)c(C)c34)CC2)cc1	-3%	2%	-26%	-79*	?	-2
37	Cc1ccc(S(=O)(=O)N2CCOc3ccccc32)c(C)c1NS(C)(=O)=O	-1%	.	-4%	-13	-1%	5
38	COCCOc1cc(NC(=O)CS(=O)(=O)CC(=O)N(C)C)c(Cl)cc1Cl	9%	-1%	4%	-9	-6%	8

cpd	FBPA coupling cs	uPA surface inh	B2AR arrestin	KCNH2 WT inh	USP2a block
33	0	3%	-0.6%	-7	0%
34	1	-5%	-1.8%	-5	3%
35	2	-6%	-0.8%	-11	1%
36	2	-13%	-0.7%	-3	0%
37	0	-6%	0.2%	5	0%
38	2	6%	-0.9%	-16	1%
